Screening results deposited in PubChem by several laboratories.
m-calpain inh: inhibitors of pig calpain II, primary screen, biochemical, fluorogenic peptide substrate, 1536-well. purified calpain II, 30 min. inhibition, % at 16 µM. 220,000 tested, 0.37% active. AID 1236, 2008;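 active = inhibition above about 50%, limit read from the data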
eIF4E-4G inh: eIF4E–eIF4G protein interaction inhibitors, primary screen, biochemical, uHTS, TR-FRET, eIF4GI fragment; Eukaryotic translation initiation factor 4E (Mus musculus) + Eukaryotic translation …; TR-FRET eIF4E-eIF4GI(517-606) binding, 2 h; inhibition, % at 21.7 µM; 220,000 tested, 0.37% active;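 active = inhibition above about 30%, limit read from the data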;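 note: 0% = full FRET control wells and 100% = background wells lacking eIF4GI fragment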
MDM2 E3 inh: MDM2-luciferase reporter signal enhancers, primary screen, MDM2 E3 ligase inhibitor project, cell-based, luminescence, 1536-well; E3 ubiquitin-protein ligase Mdm2 (Homo sapiens), Q00987; cell-based MDM2 ubiquitination luciferase reporter, 2 h; 0 = plate control, 100 = twice control, blank-subtracted; 210,000 tested, 0.11% active; AID 1230, 2008; signal enhancement, % at 5 µM;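 active = signal enhancement of 30% or more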;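 note: luminescence tracks abundance of the self-degrading MDM2-luciferase fusion protein; higher signal means inhibition of MDM2 E3 ligase activity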
Target sequence (Q00987 whole entry, looked up, the tested form may be a part): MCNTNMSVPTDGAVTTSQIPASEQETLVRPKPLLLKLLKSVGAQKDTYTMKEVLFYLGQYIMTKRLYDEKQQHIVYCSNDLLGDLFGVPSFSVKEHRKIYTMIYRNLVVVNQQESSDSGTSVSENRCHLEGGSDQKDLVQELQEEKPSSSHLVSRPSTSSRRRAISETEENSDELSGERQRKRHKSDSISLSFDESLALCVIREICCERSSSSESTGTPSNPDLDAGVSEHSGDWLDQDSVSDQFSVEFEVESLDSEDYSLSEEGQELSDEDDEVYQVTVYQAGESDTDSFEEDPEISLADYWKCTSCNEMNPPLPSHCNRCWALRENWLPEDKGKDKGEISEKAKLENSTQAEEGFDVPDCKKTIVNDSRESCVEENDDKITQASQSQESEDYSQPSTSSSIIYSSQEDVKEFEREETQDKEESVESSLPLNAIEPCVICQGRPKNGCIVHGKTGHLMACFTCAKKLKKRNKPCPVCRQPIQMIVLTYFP
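test system = mammalian cells stably expressing self-ubiquitinating, self-degrading MDM2 E3–luciferase fusion | quantity = 2000 cells/well | incubation = cell settling 4 h, compound treatment 2 h, both 37 °C | signal = luminescence with SteadyLite reagent, 15 min at room temperature | evaluation = % enhancement relative to plate controls after blank subtraction | benchmarks = plate controls and plate blanks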
KCC2 mod: KCC2 cotransporter modulators, thallium flux, primary screen, cell-based, HEK293 KCC2, FluoZin-2 fluorescence, MLSMR | B-score of Tl+ flux slope (higher = more flux/activation; lower = inhibition) at 10 µM | Solute carrier family 12 member 5 (Homo sapiens), Q9H2X9 | AID 1456, 2008 | KCC2 cells, thallium flux FluoZin-2 fluorescence | 190,000 tested, 2.2% active;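 active = thallium flux slope and its plate-corrected score both differing from the plate sample mean at a set confidence after two filtering rounds, in either direction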;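 note: slope of fluorescence scaled to starting intensity during 10 to 20 s after thallium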
EBV gp42 block: Epstein-Barr virus gp42 inhibitors, primary screen, biochemical, uHTS, fluorescence polarization; Fluorescence polarization binding assay, mP read-out; inhibition, % (tested at 21.74 µM); Glycoprotein 42 (Epstein-Barr virus (strain AG876)), Q1HVG2; AID 1085, 2008; 220,000 tested, 0.42% active; in the data active = inhibition above about 50%
Rad51 HR inh: human RAD51 strand exchange inhibitors, primary screen, biochemical, fluorescence | DNA repair protein RAD51 homolog 1 (Homo sapiens), Q06609 | hRad51 DNA strand exchange, fluorescence dequenching | inhibition, % at 10 µM | 200,000 tested, 0.085% active | AID 1385, 2008;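 active = inhibition above 40% at the single screening dose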;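 note: 0% = DMSO control wells and 100% = blanks with heterologous ssDNA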
Target sequence (Q06609 whole entry, looked up): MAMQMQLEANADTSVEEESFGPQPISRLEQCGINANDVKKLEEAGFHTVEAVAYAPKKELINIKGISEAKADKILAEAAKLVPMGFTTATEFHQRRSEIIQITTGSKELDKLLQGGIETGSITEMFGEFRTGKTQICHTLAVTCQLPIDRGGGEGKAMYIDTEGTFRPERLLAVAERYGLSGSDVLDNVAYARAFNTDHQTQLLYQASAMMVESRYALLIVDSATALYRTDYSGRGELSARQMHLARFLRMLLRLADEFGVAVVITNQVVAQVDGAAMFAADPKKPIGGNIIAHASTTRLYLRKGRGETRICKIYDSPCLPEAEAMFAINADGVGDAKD
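System: human Rad51 nucleoprotein filaments preassembled on unlabelled ssDNA. Reagent: labelled 47-mer dsDNA for strand exchange. Schedule: 30-min compound preincubation and 15-min exchange, both room temperature. Measured by: FRET fluorescence dequenching, excitation 485 nm, emission 520 nm. Read-out: Fluorescence-based percent inhibition, control- and blank-normalised. Benchmarks: plate controls and plate blanks.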
PERK inhibitor: block of dimerizer-induced PERK translation repression, primary screen, PERK inhibitor project, CHO PERK-DD cells, SEAP luminescence, HTS; CHO PERK-DD fusion, SEAP luminescence translation reporter; inhibition, % at 5.6 µM; 220,000 tested, 0.17% active;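 active = inhibition above the mean inhibition of all tested compounds plus 3 SD, set separately per screening campaign, cut at about 2.9% in these data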;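 note: PERK kinase domain activated by AP20187 dimerizer at 100 nM; 0% = DMSO with dimerizer and 100% = rapamycin at 8.4 µM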
TNF necrop inh: inhibitors of TNF-alpha triggered necroptosis, primary screen, cell-based, Jurkat FADD-/-, single concentration. Jurkat FADD-/- TNF necroptosis rescue, ATP luminescence, 24 h; 0 = TNF only, 100 = no-TNF cells. activation (protection from cell death), % at 10 µM. 220,000 tested, 0.068% active. AID 463075, 2010;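 active = activation, meaning protection from cell death, of at least 50% relative to plate controls; inactive = activation below 50%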;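 note: necroptosis triggered by 40 ng/mL TNF-alpha added together with compound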
zVAD death inh: inhibitors of zVAD-triggered necroptosis, primary screen, L929 cells; 220,000 tested, 0.38% active; viability rescue, % at 10 µM; L929 zVAD necroptosis rescue, ATP luminescence, 24 h; with zVAD 60 µM;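 active = activation, scaled between plate controls, above about 75%, limit read from the data; inactive = activation under that limit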;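 note: 0% = zVAD with DMSO and 100% = DMSO alone without zVAD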
Numbers without * were called inactive; / = not tested or not shown; [ ] = dose if it differs, or a comment.

canonical_smiles	m-calpain inh	eIF4E-4G inh	MDM2 E3 inh	KCC2 mod	EBV gp42 block	Rad51 HR inh	PERK inhibitor	TNF necrop inh	zVAD death inh
CCn1nc(NC(=O)C2CCCO2)c2cc3cc(C)ccc3nc21 (stereo unspecified)	-200	3	-8	-0.39	-12	4	0.6	0.3	0.9
CC(C)(C)NC(=O)CCc1ncc(C(F)(F)F)cc1Cl	29	0	4	1.4	1	-6	-0.1	0.5	1.7
Cn1c(=O)n(Cc2ccco2)c(=N)c2c3c(sc21)CCCC3	12	5	-7	-1.4	12	6	-1.1	0.2	0.9
c1ccc(-c2nnc3ccc(N4CCC5(CC4)OCCO5)nn23)cc1	-4	2	-7	/	-9	-8	-0.4	-1.7	22
CN(C)S(=O)(=O)c1cccc(NC(=O)c2cncc(Br)c2)c1	2	9	-1	1.7	-14	14	-0.5	5.4	1.3
O=C(CSC(=S)N1CCCCC1)Nc1ncc2c(n1)CCCC2=O	11	1	-12	1.4	-4	16	0.1	1.9	0.3
COc1ccc(CSCC(=O)Nc2ccc(S(=O)(=O)N3CCCCCC3)cc2)cc1	4	0	-9	-0.65	-3	-1	-0.2	6.1	3.8
O=C(c1ccc(Oc2ccccc2)cc1)C1CCCN(C(=O)c2cnccn2)C1 (stereo unspecified)	-7	1	1	-2.2	0	/	-1.1	1.2	0.0
COc1ccc(/C=C(\NC(=O)c2cccs2)C(=O)Nc2cccc3ccccc23)cc1OC	-25	-3[fluorescence artefact?]	-13	0.68	9	10	-0.8	2.1	0.1
Cc1ccc(/C=N/n2cnc3sc(C)c(C)c3c2=O)o1	20	0	0	0.46	-7	7	1.2	0.0	2.4
COC(=O)c1ccc(S(=O)(=O)N2CCC(C(N)=O)CC2)n1C	-1	1	-21	1.2	-13	15	1.0	2.6	0.8
O=C(Nc1ccc([N+](=O)[O-])cn1)c1ccc(Br)o1	27	-1	0	-0.27	4	-7	0.2	0.9	-0.8
O=C(CN1C(=O)c2cccc3cccc(c23)C1=O)N1CCOCC1	-28	-3	-13	0.1	-5	8	0.9	0.7	3.7
O=C(CNC(=O)c1ccccc1)OCc1cc(=O)n2cc(Br)ccc2n1	-16	4	12	-0.064	-7	-18	1.4	0.5	/
Cc1nc2ccc(NC(=S)NCc3ccccc3)cc2nc1C	4	-1	-41	-0.83	-15	1	-0.2	1.0	1.5
Cn1cccc1/C=N/NC(=O)C12CC3CC(CC(C3)C1)C2	3	-4[fluorescence artefact?]	-12	-0.012	-22	5	0.9	0.4	0.4
Clc1ccccc1CSc1nnc([C@@H]2CCCN2)o1	16	-6	-16	-1	-10	12	-0.7	2.4	2.6
C=C1c2cc(OC)ccc2NC(=O)N1CC	-136	-1	-3	0.31	52*	-1	0.1	0.2	1.4
Nc1cccc(/C=C/C(=O)O)c1	-31	-1	-65	0.27	-1	-6	-1.4	-0.3	0.5
O=c1cc(CN2CCN(c3cccc(C(F)(F)F)c3)CC2)nc2sccn12	-4	-1	-13	-0.83	-2	-4	0.2	-4.0	1.4
COC(=O)CSc1nc(C)c2ccc(OC)cc2n1	-81	0	-3	0.22	-4	-3	0.5	-1.0	-0.3
COc1ccc(CC(=O)OCn2nnc3ccccc3c2=O)cc1	19	7	-40	0.96	-23	11	1.4	-0.7	-0.1
Cn1cc2cc([N+](=O)[O-])ccc2n1	6	6	-16	1.2	6	-8	-0.2	-0.4	3.5
CC(CC#CCN1CCOCC1)OCCC#N (stereo unspecified)	16	2	4	0.39	-10	-2	0.8	-2.7	0.1
CC(O)CNc1nc2sc3c(c2c(=O)n1CCc1ccccc1)CCCCC3 (stereo unspecified)	17	3	-4	-0.21	24	-7	-1.1	4.1	3.1
COc1cc(NC(=O)c2c(F)c(F)c(F)c(F)c2F)c(OC)cc1Cl	24	1	-1	/	-12	2	0.6	-9.3	-0.8
C/C(=N\NC(=S)NCCc1ccccc1)c1cccs1	37	-25	6	8.6*	2	8	0.6	0.4	0.1
COC(=O)c1c(N2C(=O)[C@H]3[C@@H](C2=O)[C@]2(C(=O)Nc4ccccc42)N2CCC[C@@H]32)sc(C)c1C	-44	-4	-3	0.0087	5	19	1.0	1.2	0.8
CC(=O)/C=C/c1ccccc1O	9	1	-7	1.5	3	-14	0.3	13	26
CCc1nnc(NC(=O)CSc2nnc(Cc3ccccc3)n2-c2ccccc2)s1	12	-5	-14	/	1	-4	0.0	1.9	-0.3
Cc1ccc(CC(=O)Nc2nc3c(s2)CCCC3)cc1	5	-9[fluorescence artefact?]	-14	/	-6	2	0.1	1.4	1.9
CC1(C)CC(=O)C2=C(C1)c1c(ccc3ncccc13)NC2c1cccs1 (stereo unspecified)	-6	0	-17	-0.48	-13	-8	-0.7	-2.9	2.3
CCCCNC(=S)Nc1ccccc1F	-5	-4	-3	0.43	-25	-7	0.8	-6.9	-0.5
Cc1ccc(C(=O)Nc2ccccc2OC(F)F)cc1	20	0[fluorescence artefact?]	-6	0.48	-4	-36	1.8	-0.9	0.4
Fc1ccc(CNc2nc3ccccc3n3cnnc23)cc1	-9	0[fluorescence artefact?]	-14	0.44	-11	-3	-0.7	0.6	0.8
COc1ccccc1NC(=O)N1CCCC1C(=O)NCc1ccc2c(c1)OCO2 (stereo unspecified)	-5	-5	-10	-0.42	-6	-5	1.4	-0.7	1.0
CCCCNc1nnc(CCn2nc(C)c(Br)c2C)s1	-1	1	-8	/	-11	-3	0.4	1.4	0.8
O=C(CSc1ncccn1)NC(=O)Nc1ccc2c(c1)OCCO2	12	0	-9	-0.0019	-14	8	0.3	0.4	-0.3
COC(=O)[C@@]1(Cc2ccc(OC)cc2)[C@H]2c3cc(C(=O)N4CCCC4)n(Cc4ccc(C)o4)c3C[C@H]2CN1C(=O)c1ccccc1	-52	-2	/	0.014	3	-2	-0.4	-2.6	-1.1
CCn1c(CNc2ccc(F)cc2)nnc1SCC(=O)Nc1ccc(OC)cc1OC	5	-1	-11	/	-18	4	0.0	1.3	1.0
COc1ccc(CC(=O)NC(C)c2nnc(SCCC(=O)Nc3ccccc3)n2C)cc1 (stereo unspecified)	23	2	-14	1.3	-10	0	-0.6	-0.9	-0.7
CCc1ccc(-c2nc(NC(=O)c3ccc(OCC(=O)Nc4ccc(F)cc4)c(OC)c3)sc2C)cc1	-80	6	-2	-0.15	-22	5	1.3	0.0	0.7
CCc1cc2c(=O)c(-c3nc4ccccc4n3C)c(COCC(=O)O)oc2cc1O	-69	-1	-18	-2.5	-8	-2	-0.9	-1.4	2.4
O=C(CNC(=O)c1ccc(N2C(=O)c3ccccc3C2=O)cc1)OCC(=O)c1ccc(Cl)cc1	20	0	-1	-0.0084	-14	9	1.8	0.3	2.1
Cc1ccc(OCC(=O)NC(=S)Nc2ccc(Br)cn2)cc1	-20	-1	-14	31*	-5	/	1.1	0.5	0.1
COCCn1c(C)cc(C(=O)CSc2ccc(NC(C)=O)cc2)c1C	9	-5	-19	1.2	-24	-3	0.4	-3.7	0.1
Cc1ccc(-c2csc(N(CCCN3CCOCC3)C(=O)c3ccco3)n2)cc1	-72	1	-6	0.48	-23	-2	-1.3	-5.2	0.6
Cc1ccccc1C(=O)NCC(=O)NNC(=S)NC(=O)c1ccccc1	15	2[fluorescence artefact?]	-2	1.1	2	/	0.1	1.4	1.2
COc1ccc(OCCN2C(=O)NC(C)(c3ccc(C)cc3)C2=O)cc1 (stereo unspecified)	18	-1	0	4*	-8	0	0.1	0.8	0.1
CCc1cccc(C)c1NC(=S)NCCc1c(C)[nH]c2ccc(C)cc12	12	-2	/	-1.4	5	-9	-0.5	-23	/
CCOCCOC(=O)C1=C(C)NC2=C(C(=O)CC(c3cccs3)C2)C1c1ccsc1 (stereo unspecified)	-345	3	-2	-0.52	0	0	0.0	-1.8	-0.4
O=C(N/N=C/c1ccccc1Cl)c1[nH]c2ccc(Br)cc2c1-c1ccccc1	-52	-6	-20	1.7	5	-3	0.5	-8.8	-0.3
